Source: PubChem BioAssay (Sanford-Burnham Center for Chemical Genomics)
EphA4 KYL inhibition: inhibitors of EphA4 binding to KYL peptide, primary screen, biochemical, colorimetric, mouse EphA4 (AID 689); EphA4-AP binding to KYL peptide, pNPP A405; higher % means a stronger effect; inhibition, % at 10 µM, or IC50 in µM where a hit was titrated; hit rate 0.1% among 62,000; in the data active means a potency from the dose series; inactive means the rest, 99 in 100 with inhibition below about 22%
Active calls of the source: *. A portion of the library; the hit share may differ from the screen's.

Compound | EphA4 KYL inhibition
Cc1ccc(OCC(=O)N2CCN(c3ccc([N+](=O)[O-])cc3)CC2)cc1 | -2%
O=C1c2cccc3cccc(c23)C(=O)N1/N=C/c1ccc(Cl)cc1 | -7%
COc1ccccc1-c1cc(C(F)(F)F)nc(N2CCCC2)n1 | 35%
COc1ccc(OC)c(CCNC(=O)C2CCN(c3nnc(-n4cccc4)s3)CC2)c1 | 2%
Cn1c(C(=O)OCC(=O)NCCc2ccccc2)cc2sccc21 | -1%
CCOC(=O)CSc1nc(N)c(C#N)c(-c2cccs2)c1C#N | -5%
CCc1nnc(NC(=O)c2sc3nc4cc(C)ccc4cc3c2N)s1 | -7%
Cc1c(C)c2ccc(OCC(=O)c3ccc(-c4ccccc4)cc3)cc2oc1=O | -4%
Cc1ccccc1C(=O)NC1CCN(C(=O)N(c2ccccc2)c2ccccc2)CC1 | -5%
CC(Cl)C(=O)NNc1cccc(Cl)n1 (centres undefined) | -11%
CCOC(=O)C1=C(C)N=c2s/c(=C/c3ccc(OC)cc3)c(=O)n2C1c1sccc1C (centres undefined) | 2%
COC(=O)c1cc(COc2ccc3c(c2)oc(=O)c2ccccc23)c(C)o1 | -14%
O=C(COc1ccccc1Cl)NC(=S)Nc1cccc(NC(=O)c2ccccc2Cl)c1 | 0%
N=c1n(CCN2CCOCC2)c2ccccc2n1Cc1ccccc1Br | -11%
O=C(CN1C(=O)NC2(CCCCC2)C1=O)Nc1ccccc1Cl | -4%
Cc1cc(C(=O)OCC(=O)NC2CCCCC2)c(C)o1 | -7%
CCN(CC)C(=O)/C(=C\c1ccc2c(c1)OCO2)NC(=O)c1ccc(Br)cc1 | -5%
O=C1c2ccccc2C(=O)N1CCCSc1nc2ccccc2o1 | -10%
O=C(NCC1CCCO1)c1cc(-c2ccco2)nc2ccccc12 (centres undefined) | -3%
O=C(Nc1nc2c(s1)CN(Cc1ccccc1)CC2)c1cccc(S(=O)(=O)N2CCc3ccccc32)c1 | 16%
Cc1ccc(NC(=O)CC2S/C(=N/c3nccs3)N(C)C2=O)c(C)c1 (centres undefined) | -4%
O=C1NCC(COc2ccc([N+](=O)[O-])cc2)O1 (centres undefined) | 0%
COc1ccc(NC(=O)CN(c2cc(C)cc(C)c2)S(=O)(=O)c2c(C)noc2C)cc1 | -8%
Cc1ccc2c(c1)NC(c1ccc(Cl)cc1Cl)C1=C(CC(C)(C)CC1=O)N2 (centres undefined) | -6%
CN=CC1=C(O)CC(C)(C)CC1=O | -7%
O=C(Oc1ccccc1Cl)c1ccccc1P(=O)(O)O | -5%
Cc1ccccc1OCC(=O)NC(=S)Nc1ccc(N2CCOCC2)c(Cl)c1 | 0%
CCN(CC)CC(O)COc1ccccc1 (centres undefined) | 6%
COc1ccc(CN(CCCN2CCOCC2)C(=O)Nc2ccccc2)cc1OC | -9%
CCOC(=O)c1c(-c2cccs2)csc1NC(=O)CCCC(=O)O | 1%
O=C(NCCc1ccccc1)c1ccc([N+](=O)[O-])cc1 | -6%
COc1cc(OC)cc(C(=O)OCc2cc3ccccc3[nH]c2=O)c1 | 4%
Cc1ccc(C2CC(c3ccco3)n3nc(N)nc3N2)cc1 (centres undefined) | -11%
COc1ccc(C(=O)c2c(N)c(C#N)c(C)n2-c2ccccc2)cc1 | -9%
CC(C)COc1ccc(C(=O)N(Cc2ccco2)C2CCS(=O)(=O)C2)cc1 (centres undefined) | -4%
COC(=O)c1c(CSc2cccc(C)c2)noc1C(=O)NCc1ccco1 | -2%
Cc1cc(-c2nnc3n2N=C(c2ccc(-c4ccccc4)cc2)CS3)n[nH]1 | 6%
Cc1cc(C)c(N2C(=O)NC(=O)C(=Cc3ccoc3)C2=O)c(C)c1 | -19%
O=C(CCS(=O)(=O)Cc1ccccc1)N1CCN(c2ccccc2)CC1 | 6%
O=c1oc(/C=C/c2ccco2)nc2sc3c(c12)CCC3 | -5%
O=C(CCCCCN1C(=O)c2ccccc2C1=O)Nc1ccccc1 | -7%
O=C(OCCC1(c2ccccc2)C(=O)c2ccccc2C1=O)c1ccc(Cl)cc1 | -5%
CCS(=O)(=O)N1CCCC(C(=O)N2CCc3ccccc3C2)C1 (centres undefined) | -5%
Cc1ccc(S(=O)(=O)Nc2nonc2C)cc1 | -8%
Cc1ccnc(NC(=O)CCCOc2cc(=O)n(C)c3ccccc23)c1 | -4%
COc1ccc(-c2nc(NC(=O)c3ccco3)sc2-c2ccc([N+](=O)[O-])cc2)cc1 | 3%
CCCSc1nnc(NC(=O)c2nc(SC)ncc2Cl)s1 | -7%
O=c1cc(CSc2ccccc2)[nH]c(=S)[nH]1 | -10%
Cc1cc(NS(=O)(=O)c2cccs2)no1 | 8%
O=C(NCCCNc1ccc(C(F)(F)F)cc1[N+](=O)[O-])c1ccc(Cl)cc1 | -8%
Cc1cccc(NC(=S)NC(=O)CCc2ccccc2)c1C | -14%
Clc1cccc(CNc2nnnn2-c2ccccc2)c1 | 2%
CCOc1ccc(C=C2C(=O)NC(=O)NC2=O)cc1OCC | -3%
O=C(c1ccccc1S(=O)(=O)NCC(O)COc1ccc([N+](=O)[O-])cc1)N1CCCCC1 (centres undefined) | -4%
O=S(=O)(c1ccccc1)N1CCN(S(=O)(=O)c2ccccc2)C1 | 6%
CC1CN(Cc2cc(=O)n3ccsc3n2)CC(C)O1 (centres undefined) | -6%

Remaining list, next part:
Compound | EphA4 KYL inhibition
O=C(NCc1ccccc1)c1ccc(S(=O)(=O)N2CCCc3ccccc32)cc1 | -10%
O=C(c1ccc(Cl)cc1)c1cnc(Nc2ccccc2Cl)s1 | -12%
Cc1ccc(-c2nn(Cc3ccccc3)cc2/C=C/C(=O)O)cc1 | 8%
O=C(CSc1ncccn1)n1c2c(c3ccccc31)CCCC2 | -4%
O=C(Nc1ccc2c(c1)OCO2)c1cc2n(n1)C(C(F)(F)F)CC(c1ccccc1)N2 (centres undefined) | -9%
COc1ccc(C(=O)OCC(=O)Nc2ccc(F)cc2F)cc1OC | 4%
Cc1c(C(=O)O/N=C(\N)Cc2ccc(Cl)cc2Cl)cccc1[N+](=O)[O-] | -4%
CCn1c2ccccc2c2cc(C#N)c(N)nc21 | -2%
Cc1c(NC(=O)c2ccc(F)c(S(=O)(=O)N3CCOCC3)c2)c(=O)n(-c2ccccc2)n1C | 3%
CCCCCCc1cc2cc(-c3nnc(-c4ccccc4O)o3)c(=O)oc2cc1O | -5%
COCCn1nnnc1C(c1ccccc1)N1CCN(Cc2ccc3c(c2)OCO3)CC1 (centres undefined) | -3%
Cc1cc(CN2C(=O)c3ccccc3C2=O)cc(N2CCOCC2)c1 | 9%
Nc1ccc(-c2sc(N)nc2-c2ccccc2)cc1 | -12%
Cc1ccc(-n2cnc(=O)c3cccnc32)cc1 | 0%
COc1ccc(CCNC(=O)CN2CCN(Cc3ccc(F)cc3)C2=O)cc1OC | -2%
CCn1c(=O)c2c3c(sc2n2cnnc12)CCC3 | -2%
CCOc1ccc(C(=O)N(CN2CCCC2=O)c2ccccc2)cc1 | -15%
Clc1ccccc1OCc1nnc(-c2ccccc2Br)o1 | -5%
CCCN(Cc1cc2cc(C)ccc2[nH]c1=O)S(C)(=O)=O | -38%
Cc1ccnc2nc(C(=O)Nc3cc(Cl)ccc3N3CCOCC3)nn12 | -15%
O=C1CCCCCN1Sc1ccccc1 | 2%
COc1ccccc1C(=O)NCC(c1cccnc1)N(C)C (centres undefined) | -4%
O=C(CCNc1n[nH]c(=O)[nH]c1=O)N1CCOCC1 | -2%
CC1CN(S(=O)(=O)c2ccc(Cl)c(S(=O)(=O)N3CC(C)OC(C)C3)c2)CC(C)O1 (centres undefined) | -14%

Next section; it opens with the 6 that closed the last part.
Compound | EphA4 KYL inhibition
CCCN(Cc1cc2cc(C)ccc2[nH]c1=O)S(C)(=O)=O | -38%
Cc1ccnc2nc(C(=O)Nc3cc(Cl)ccc3N3CCOCC3)nn12 | -15%
O=C1CCCCCN1Sc1ccccc1 | 2%
COc1ccccc1C(=O)NCC(c1cccnc1)N(C)C (centres undefined) | -4%
O=C(CCNc1n[nH]c(=O)[nH]c1=O)N1CCOCC1 | -2%
CC1CN(S(=O)(=O)c2ccc(Cl)c(S(=O)(=O)N3CC(C)OC(C)C3)c2)CC(C)O1 (centres undefined) | -14%
Cn1ccnc1SCc1cn2ccccc2n1 | -19%
C/C(=N\NC(=O)CC1N=C(Cc2ccccc2)NNC1=O)c1ccc(C)cc1 (centres undefined) | 0%
COc1cc(O)oc1C=Nc1ccc(Cl)cc1 | -12%
Cc1ccc(NC(=O)CSc2nc3ccccc3c3nc4ccccc4n23)cc1 | -14%
O=c1nc(-c2ccccc2)c2ccccc2[nH]1 | -4%
Cc1cccc(-c2nnc(-c3ccccc3)o2)c1 | -2%
Cc1cccc(NC(=S)N2N=CCC2c2ccccc2)c1 (centres undefined) | -1%
N#Cc1c(-n2ccnc2)cccc1-n1ccnc1 | -9%
COc1cccc(C(=O)N2CCN(CCCc3ccccc3)CC2)c1OC | -6%
COc1cccc(C2C(C(C)=O)=C(O)C(=O)N2Cc2ccco2)c1 (centres undefined) | -8%
COc1ccc(CCNC(=O)C2CCN(Cc3nc(-c4ccccc4F)oc3C)CC2)cc1OC | -5%
Cc1cc(Cl)ccc1OCCCC(=O)N1CCOCC1 | -3%
COc1ccc(C2C(Oc3ccccc3)C(=O)N2c2cc(C)ccc2C)cc1OC (centres undefined) | 11%
O=C(NCc1cccs1)C1CCN(S(=O)(=O)N2CCCC2)CC1 | -3%
O=C(Nc1cccnc1)C(Cc1ccccc1)n1cccc1 (centres undefined) | 0%
CCn1c(SC(C)C)nnc1-c1c[nH]c2ccccc12 | -13%
c1ccc2c(C[n+]3csc4ccccc43)cccc2c1 | -14%
Cc1cccc(Cn2cnc3ccccc32)c1 | -2%
CCCCNC(=O)C1CC(=O)N(CCC(C)C)C1 (centres undefined) | -4%
N#C/C(=C\c1cccc(Oc2ccc(C(F)(F)F)cc2[N+](=O)[O-])c1)c1nc2ccccc2[nH]1 | -6%
Cc1ccc(OCCN2CCN(C(=O)CCC(=O)Nc3nnc(C(C)C)s3)CC2)cc1 | 0%
CCN1C(=O)CSc2ccc(C(=O)NCc3ccco3)cc21 | -9%
Cc1[nH]c2ccccc2c(=O)c1SC(F)(F)C(F)C(F)(F)F (centres undefined) | -4%
COC(=O)c1c(C)oc2ccc(OC(=O)c3ccccc3)cc12 | -12%
COc1ccc(OC)c(NC(=O)CCN2CC(C)OC(C)C2)c1 (centres undefined) | -7%
Cc1nc2ccccc2n1C1CCN(CC(=O)NCc2ccc(F)cc2)CC1 | -2%
COc1cc(NS(=O)(=O)c2ccc(NC(=O)c3ccc4ccccc4c3)cc2)nc(OC)n1 | -6%
Cc1cc[n+](-c2nc([O-])sc2/C=N/Nc2ccc([N+](=O)[O-])cc2)cc1 | -10%
CCn1c(Cc2ccccc2)nnc1SCC(=O)NC(C)(C)C | -7%
Cc1cccc(/C(N)=N/OC(=O)CCCN2C(=O)c3ccccc3C2=O)c1 | -11%
O=C(NCc1ccco1)c1nc2nc(-c3cccs3)cc(C(F)(F)F)n2n1 | 5%
O=C(Nc1cccc(Cl)c1)Nc1nc(-c2ccc(Cl)cc2)cs1 | -6%

3 compounds already listed, ordered by molecular weight, largest number first.
Compound | EphA4 KYL inhibition
O=C(NCc1ccco1)c1nc2nc(-c3cccs3)cc(C(F)(F)F)n2n1 | 5%
O=C(Nc1cccc(Cl)c1)Nc1nc(-c2ccc(Cl)cc2)cs1 | -6%
Cc1cc[n+](-c2nc([O-])sc2/C=N/Nc2ccc([N+](=O)[O-])cc2)cc1 | -10%

More entries follow:
Compound | EphA4 KYL inhibition
COc1ccc(NC(=O)Nc2ccc(Cc3ccncc3)cc2)cc1OC | 2%
COc1ccc2cc(C(c3nnnn3C(C)(C)C)N3CCSCC3)c(=O)[nH]c2c1 (centres undefined) | -2%
O=C(NNC(=O)c1ccccc1-n1cccc1)c1ccc(Cl)cc1Cl | -2%
O=c1cc(N2CCOCC2)c2ccccc2o1 | -16%
CCN1CCCC1Cn1cnc2c([nH]c3ccc(C)cc32)c1=O (centres undefined) | -11%
COC(=O)C1C(=O)C2=C(CC1C)NC(=O)CC2c1cccc(C)c1 (centres undefined) | -10%
CCc1ccc(-c2nnn(Cc3nc4ccccc4s3)n2)cc1 | 0%
COc1cccc(-c2nc(CS(=O)CC(=O)NC3CCCC3)c(C)o2)c1 (centres undefined) | -23%
CCc1nc2oc3ccccc3c(=O)c2c(=O)n1Cc1ccc(OC)cc1 | -11%
O=C(NC1(C(F)(F)F)C(=O)Nc2c1c(=O)[nH]c(=O)n2Cc1ccco1)C1CCCCC1 (centres undefined) | 1%
Cc1cc(-c2ccccc2)[nH]c(=O)c1S(=O)(=O)c1ccccc1 | -16%
CC1CCCCN1S(=O)(=O)c1ccc(C(=O)Nc2nnc(-c3cccs3)o2)cc1 (centres undefined) | -5%
CCC(=O)Nc1ccc(S(=O)(=O)NCCc2ccccc2)cc1 | -2%
O=c1c(-c2cc3ccccc3o2)[n+]([O-])c2ccccc2n1OCc1ccccn1 | 1%
O=C(Nc1ccc(Cl)cc1Cl)C1CCC(=O)N1Cc1ccccc1Cl (centres undefined) | -2%
CCN(CC)c1nc(N)nc(NS(=O)(=O)c2ccc(Cl)cc2)n1 | -6%
O=C(c1ccc2nc3ccccc3c(=O)n2c1)N1CCN(Cc2ccc3c(c2)OCO3)CC1 | -17%
O=C1C(Cl)=C(N2CCCCCC2)C(=O)N1c1ccccc1 | 23%
